High-throughput results as filed in PubChem.
NOD2-RIPK2 inh: NOD2-RIPK2 binding disruptors in cells, primary screen, fluorescence, CHO cells, BLA complementation. CCF4 ratio. inhibition, % at 4.98 µM. 360,000 tested, 0.38% active; in the data active = inhibition above about 21%;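 note: 0% = vehicle only and 100% = reference blocker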
MC4R barr agon: MC4R agonists recruiting beta-arrestin, primary screen, cell-based, luminescence, agonist arm of biased-ligand search; U2OS MC4R beta-arrestin complementation; percent of melanotan II response, DMSO zero; activation, % at 8.9 µM; 360,000 tested, 0.98% active; AID 540308, 2011;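 active = activation above a per-plate cutoff, the mean activation of sample wells on that plate plus 3 SD, cut at about 8% in these data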
MC4R antagonist: MC4R antagonists of cAMP signaling, primary screen, cell-based, TR-FRET, antagonist arm of biased-ligand search. MC4R-expressing cells, MTII-stimulated cAMP, LANCE TR-FRET. Melanocortin receptor 4 (Homo sapiens), P32245. 360,000 tested, 0.48% active. AID 540295, 2011. inhibition, % at 6.5 µM;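 active = inhibition above its plate's cutoff, the mean of tested wells on that plate plus 3 SD, cut at about 29% in these data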;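 note: 0% = Melanotan II alone and 100% = Melanotan II plus saturating MCL0020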
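Assay system: human MC4R-expressing U2OS cells; reagent: Melanotan II stimulation of cells; dosing: 6.5 µM single dose; timing: compound 30 min, challenge 1 h, detection 1 h; signal: TR-FRET cAMP assay; replicates: one well per compound, no replicates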
ABCB6 inh MLPCN: ABCB6 transporter inhibitors, primary screen, K562-ABCB6 cells, flow cytometry, MLPCN library. ATP-binding cassette sub-family B member 6 (Homo sapiens), Q9NP58. K562-ABCB6 porphyrin accumulation, 1 h; active compounds read low. fluorescence ratio to DMSO, % at 10 µM. 360,000 tested, 0.19% active. AID 602162, 2011;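 active = fluorescence ratio to DMSO below 75%, the collection mean minus 3 SD; inconclusive = too few cells collected in the well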;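 note: signal is porphyrin accumulated inside mitochondria; 100% equals median channel fluorescence of DMSO control wells; lower ratio means ABCB6 inhibition with less porphyrin fluorescence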
Target sequence (Q9NP58 whole entry, looked up): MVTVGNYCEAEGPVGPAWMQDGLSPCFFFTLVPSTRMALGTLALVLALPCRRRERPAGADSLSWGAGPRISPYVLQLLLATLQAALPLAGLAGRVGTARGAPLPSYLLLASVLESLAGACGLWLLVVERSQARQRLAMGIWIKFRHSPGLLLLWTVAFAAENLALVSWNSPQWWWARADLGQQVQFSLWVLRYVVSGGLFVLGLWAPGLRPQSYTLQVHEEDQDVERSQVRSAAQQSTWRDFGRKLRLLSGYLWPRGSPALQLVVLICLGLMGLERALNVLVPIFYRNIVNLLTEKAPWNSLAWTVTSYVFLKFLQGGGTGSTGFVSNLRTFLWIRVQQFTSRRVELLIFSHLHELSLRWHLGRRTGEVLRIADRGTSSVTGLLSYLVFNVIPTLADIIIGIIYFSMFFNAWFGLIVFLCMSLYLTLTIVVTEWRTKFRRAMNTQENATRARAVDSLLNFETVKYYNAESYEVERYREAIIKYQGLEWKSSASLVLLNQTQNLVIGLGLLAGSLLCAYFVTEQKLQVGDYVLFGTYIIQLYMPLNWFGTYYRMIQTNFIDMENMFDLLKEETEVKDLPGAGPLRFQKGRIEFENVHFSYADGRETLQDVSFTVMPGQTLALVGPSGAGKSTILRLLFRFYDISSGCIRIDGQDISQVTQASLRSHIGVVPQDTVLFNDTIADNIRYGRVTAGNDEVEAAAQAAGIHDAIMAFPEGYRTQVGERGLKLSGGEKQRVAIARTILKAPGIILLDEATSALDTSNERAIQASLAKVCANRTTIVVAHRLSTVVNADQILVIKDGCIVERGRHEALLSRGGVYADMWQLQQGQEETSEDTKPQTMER
Vif imaging: HIV Vif self-association inhibitors, primary screen, imaging, HEK293T, single point. HEK293T cells, Vif self-association by quenched fluorescence, 24 h. AID 602346, 2012. 340,000 tested, 0.35% active. inhibition, % at 7.49 µM; in the data active = inhibition above about 50%, passing the limit was not always enough; inconclusive = no clear call, values can overlap the other calls; inactive = below about 31%; note: some results filed as inactive read as strong as hits
N-glyco inh: increase of ERlucT glycosylation luciferase signal, primary screen, N-linked glycosylation inhibitor project, D54 ERlucT cells, luminescence, set 2 | 360,000 tested, 0.23% active | D54 ERlucT glycosylation luciferase reporter, 24 h; percent of 100 nM tunicamycin response | reporter increase, % at 12.5 µM;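 active = mean luciferase reporter signal, scaled so untreated is 0 and the glycosylation-blocking control 100, at or above a set limit in every replicate; inconclusive = mean reaches the limit but not every replicate does; inactive = mean below the limit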;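 note: luciferase carries N-glycosylation sites so blocking glycosylation raises the light; 0% = median of neutral control wells and 100% = median of 100 nM tunicamycin wells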
Granule exo inh: LAMP-1 surface exposure blockers, TALL-104 cells – cell-based, flow cytometry, MLPCN library, primary screen. TALL-104 LAMP-1 surface exposure; cells stimulated with thapsigargin and PMA. inhibition, % at 10 µM. 360,000 tested, 0.66% active. AID 651702, 2012;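 active = inhibition above about 55%, limit read from the data; inconclusive = no clear call, values can overlap the other calls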
aDG glyco up: activators of alpha-DG glycosylation, primary screen, uHTS, Pro5-aDG cells, AlphaScreen; 360,000 tested, 0.22% active; activation, % at 10 µM; alpha-DG glycosylation AlphaScreen (IIH6); 0% Pro5, 100% B10-LARGE cell signal;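 active = activation of at least 8% versus controls, or a plate z-score of at least 8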;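 note: Pro5 are CHO cells carrying HIG-tagged alpha-DG that lacks glycosylation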
TLR9-MyD88 block: inhibitors of TLR9-MyD88 association in cells, primary screen, cell-based, CHO, BLA complementation, fluorescence | Toll-like receptor 9 (Homo sapiens) + Myeloid differentiation primary response protein … | CCF4 FRET ratio | inhibition, % at 4.98 µM | 340,000 tested, 0.21% active;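 active = inhibition above the mean over all tested compounds plus 3 SD, cut at about 21% in these data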;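 note: 0% = DMSO only wells and 100% = clavulanate BLA inhibitor control wells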
ABHD5 PLIN5 PPI: ABHD5-PLIN5 interaction inhibitors, primary screen, cell lysate, split luciferase complementation, luminescence; Perilipin-5 (Homo sapiens) + 1-acylglycerol-3-phosphate O-acyltransferase ABHD5 (Homo …; Split G. princeps luciferase complementation, 4 h; 360,000 tested, 0.78% active; AID 602281, 2012; inhibition, % at 4 µM;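 active = inhibition above the mean inhibition across every tested compound plus 3 SD, cut at about 22% in these data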;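 note: 0% = DMSO only wells and the 100% control is not disclosed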
Active calls of the source: *; ? = inconclusive; . = not tested or not shown.

Letters – A = NOD2-RIPK2 inh; B = MC4R barr agon; C = MC4R antagonist; D = ABCB6 inh MLPCN; E = Vif imaging; F = N-glyco inh; G = Granule exo inh; H = aDG glyco up; I = TLR9-MyD88 block; J = ABHD5 PLIN5 PPI
> CCC(CC)NC(=O)Cn1c(C(C)NC(C)=O)nc2ccccc21 (configuration not stated)
  A: 4; B: 0.0; C: 16; D: 101; E: ?; F: -1; G: 0; H: 0.1; I: -2; J: -2

> O=C(O)c1ccccc1Sc1ncnc2sc3c(c12)CCC3
  A: -3; B: -2.5; C: 22; D: 95; E: 2; F: 0; G: -1; H: -0.1; I: 4; J: 1

> Cc1cccc(C)c1NC(=O)CN1CCCC1
  A: -3; B: -2.7; C: 10; D: 96; E: 28; F: 1; G: -6; H: 0.0; I: 8; J: 5

> Cn1c(SCc2c(F)cccc2Cl)nc2c(c1=O)SCC2
  A: 15; B: -1.0; C: 3; D: 89; E: -2; F: -4; G: -1; H: 0.0; I: 3; J: -2

> CC(=O)c1cccc(CN2CCC(CO)(Cc3ccccc3)CC2)c1
  A: -18; B: -1.3; C: -3; D: 87; E: -4; F: 0; G: 2; H: 0.0; I: -5; J: -12

> Cc1cc(Cl)ccc1OCCCC(=O)Nc1ccc(S(=O)(=O)Nc2ncccn2)cc1
  A: -2; B: 1.4; C: 24; D: 105; E: 2; F: -1; G: 0; H: 0.1; I: -3; J: -5

> CN=c1scc(-c2cc(OC)ccc2OC)n1/N=C/c1c(C)[nH]c2ccccc12
  A: 5; B: 0.5; C: -7; D: 135; E: 1; F: 0; G: 3; H: -0.1; I: 6; J: 18

> Cc1noc(C)c1S(=O)(=O)Nc1ccc2c(c1)C(=O)N([C@H](C)CO)C[C@@H](C)[C@@H](CN(C)Cc1ccc3c(c1)OCO3)O2
  A: 8; B: 0.3; C: -2; D: 99; E: -3; F: 1; G: -1; H: 0.3; I: 12; J: 1

> O=C1[C@H]2CCC=C[C@H]2[C@H](c2cccc(Br)c2)N1Cc1ccccc1
  A: -9; B: 2.5; C: 5; D: 89; E: -12; F: -4; G: -2; H: 0.3; I: 4; J: 2

> O=C(Cc1ccc([N+](=O)[O-])cc1)Nc1cccc(C(=O)N2CCOCC2)c1
  A: -2; B: -2.5; C: 8; D: 94; E: -4; F: 2; G: 2; H: 0.1; I: 6; J: 3

Single records, as listed above. Screens in order: NOD2-RIPK2 inh	MC4R barr agon	MC4R antagonist	ABCB6 inh MLPCN	Vif imaging	N-glyco inh	Granule exo inh	aDG glyco up	TLR9-MyD88 block	ABHD5 PLIN5 PPI
`CCC(CC)NC(=O)Cn1c(C(C)NC(C)=O)nc2ccccc21` (configuration not stated) across the screens: 4	0.0	16	101	?	-1	0	0.1	-2	-2
`Cn1c(SCc2c(F)cccc2Cl)nc2c(c1=O)SCC2` across the screens: 15	-1.0	3	89	-2	-4	-1	0.0	3	-2
`Cc1cc(Cl)ccc1OCCCC(=O)Nc1ccc(S(=O)(=O)Nc2ncccn2)cc1` across the screens: -2	1.4	24	105	2	-1	0	0.1	-3	-5
`O=C(O)c1ccccc1Sc1ncnc2sc3c(c12)CCC3` across the screens: -3	-2.5	22	95	2	0	-1	-0.1	4	1
`O=C(Cc1ccc([N+](=O)[O-])cc1)Nc1cccc(C(=O)N2CCOCC2)c1` across the screens: -2	-2.5	8	94	-4	2	2	0.1	6	3

The list goes on.
Letters – A = NOD2-RIPK2 inh; B = MC4R barr agon; C = MC4R antagonist; D = ABCB6 inh MLPCN; E = Vif imaging; F = N-glyco inh; G = Granule exo inh; H = aDG glyco up; I = TLR9-MyD88 block; J = ABHD5 PLIN5 PPI
> COc1ccc2c(-c3ccccc3)cc(=O)[nH]c2c1
  A: -7; B: 0.8; C: 6; D: 103; E: .; F: 0; G: -2; H: 0.1; I: -11; J: -10

> COc1cc(CC(NC(C)=O)C(=O)NC2CCN(C(=O)Nc3ccccc3Cl)CC2)cc(OC)c1 (configuration not stated)
  A: -1; B: -2.4; C: 3; D: 99; E: 11; F: 3; G: -2; H: -0.3; I: -13; J: 4

> Cc1nc2ccccn2c(=O)c1NC(=O)c1ccc(Br)o1
  A: -2; B: -1.3; C: 11; D: 95; E: -2; F: 2; G: 3; H: -0.1; I: -9; J: -7

> CC(=O)c1c(C)nc(C)nc1NC(=O)Cc1ccccc1
  A: 5; B: -1.4; C: 1; D: 88; E: 1; F: 1; G: 1; H: 0.0; I: 13; J: -1

> C[C@@H]1COC(=O)[C@@H](NC(=O)OCC2c3ccccc3-c3ccccc32)C/C=C\C[C@@H](CC(=O)N(CCO)Cc2ccccc2)C(=O)N1
  A: -2; B: -2.2; C: 9; D: 98; E: -11; F: 0; G: 1; H: 0.0; I: 5; J: 0

> NC1(C(=O)O)CSSC1
  A: 3; B: 0.0; C: -3; D: 88; E: 0; F: 73*; G: 2; H: -0.3; I: -5; J: -22

> COc1ccccc1NC(=O)c1ccccc1Oc1ccccc1
  A: 2; B: 2.6; C: 3; D: 99; E: -1; F: 0; G: 68*; H: 0.1; I: -5; J: 1

> COc1ccc(Cl)cc1N(CC(=O)NCc1ccccn1)S(=O)(=O)c1ccc(C)cc1
  A: -6; B: 0.1; C: -5; D: 99; E: 4; F: 0; G: -2; H: 0.1; I: 1; J: 3

> Cc1ccc(C2CC(=O)N(c3ccc(F)cc3)C3=C2C(=O)CCC3)cc1 (configuration not stated)
  A: 6; B: -0.3; C: 5; D: 91; E: 2; F: -1; G: 0; H: -0.2; I: 8; J: 0

> COc1ccc(CCN2CC(C(=O)Nc3cc(F)ccc3F)CC2=O)cc1OC (configuration not stated)
  A: 3; B: -2.1; C: 5; D: 101; E: .; F: 0; G: -2; H: -0.1; I: 3; J: 5

> Cc1ccc(N(C(C)C(=O)Nc2ccc(S(=O)(=O)N3CCOCC3)cc2)S(C)(=O)=O)cc1C (configuration not stated)
  A: -5; B: -1.7; C: 5; D: 93; E: -6; F: 2; G: -3; H: -0.1; I: -1; J: 6

> CC1CCN(CCCNC(=O)C2CCN(S(=O)(=O)N3CCC4(CC3)OCCO4)CC2)CC1
  A: -6; B: -1.5; C: -4; D: 104; E: 16; F: -2; G: 5; H: -0.4; I: -3; J: -3

> O=C(N/N=C/c1ccc([N+](=O)[O-])o1)c1cc2ccccc2o1
  A: -3; B: -1.7; C: -5; D: 102; E: 8; F: -2; G: 1; H: 3.6*; I: -1; J: 1

> CCOc1ccc2[nH]c(=O)c(CN(Cc3ccco3)C(=O)c3cccc(F)c3)cc2c1
  A: -6; B: -0.6; C: -3; D: 96; E: -8; F: 1; G: -2; H: 0.0; I: -2; J: 17

> O=C(CC1NCCc2ccccc21)Nc1ccc(Oc2ccccc2)cc1 (configuration not stated)
  A: -1; B: -1.8; C: -5; D: 101; E: 0; F: -3; G: 8; H: 2.7; I: 3; J: 4

> Cc1cc(=O)oc2cc(NC(=O)c3ccccc3Cl)ccc12
  A: -6; B: -0.3; C: 9; D: 92; E: -20; F: -3; G: 4; H: 0.0; I: -6; J: 3

> COCC(=O)N1CCCC(C(=O)c2ccc(Oc3ccccc3)cc2)C1 (configuration not stated)
  A: 1; B: -2.6; C: 18; D: 96; E: -1; F: -2; G: 0; H: 0.1; I: -12; J: -3

> Cc1ccc(C)c(NC(=O)c2ccccc2C(=O)c2ccccc2)c1
  A: -2; B: 3.0; C: 7; D: 97; E: -3; F: -6; G: 2; H: 0.9; I: .; J: -4

> COc1ccc(NC(=O)CN(C)C(=O)C2CC(=O)N(c3cccc4ccccc34)C2)cc1 (configuration not stated)
  A: 3; B: -1.5; C: 1; D: 99; E: 1; F: 3; G: 3; H: -0.1; I: -16; J: 5

> C[C@H]1CC[C@@]2(O[C@H](CCO)C[C@H](O)[C@H]2O)O1
  A: 9; B: -1.0; C: -2; D: 100; E: 17; F: 1; G: -10; H: 0.0; I: 2; J: -7

> COc1ccc(C)cc1S(=O)(=O)NC(C)C(=O)NC1CC1 (configuration not stated)
  A: -5; B: 0.7; C: 1; D: 98; E: .; F: .; G: -3; H: -0.1; I: 0; J: 8

> CCOC(=O)Cc1nnc(NC(=O)c2ccccc2OCC)s1
  A: -7; B: -1.3; C: 4; D: 114; E: 9; F: 0; G: 2; H: -0.1; I: 0; J: 2

> COC(=O)CN1C(=O)COc2ccc(S(=O)(=O)N3CCCCCC3)cc21
  A: -9; B: 0.9; C: 2; D: 108; E: 12; F: -2; G: -8; H: 0.1; I: -5; J: 1

> CCOC(=O)N/N=C\c1cccc(OC)c1OC/C=C/c1ccccc1
  A: -11; B: -1.0; C: -4; D: 103; E: -2; F: 1; G: 4; H: -0.6; I: -4; J: 1

> CC(=O)c1ccc(NC(=O)Nc2ccc3c(c2)N(C)C(=O)CS3)cc1
  A: -7; B: -2.2; C: 7; D: 92; E: -4; F: -5; G: -3; H: 0.4; I: -1; J: 7

> Cc1ccc(CN2CC(C(=O)Nc3ccc(S(=O)(=O)Nc4cc(C)nc(C)n4)cc3)CC2=O)cc1 (configuration not stated)
  A: 6; B: -2.4; C: 3; D: 93; E: 5; F: 3; G: 0; H: -0.3; I: 4; J: -4

> Nc1nc2n(n1)C(c1ccco1)CC(c1ccc(Cl)cc1)N2 (configuration not stated)
  A: -15; B: -1.2; C: 1; D: 136; E: -10; F: 2; G: 0; H: -0.1; I: 6; J: -1

> Cc1nn2c(C(F)(F)F)c3c(nc2c1-c1ccccc1)CCC3
  A: 5; B: 1.4; C: -3; D: 113; E: -1; F: -1; G: -3; H: 0.1; I: 17; J: -1

> COCCCn1c(SCC(=O)OC2CCCCC2)nnc1-c1cccs1
  A: 0; B: 1.4; C: -5; D: 104; E: -7; F: 2; G: -4; H: 0.0; I: 6; J: 6

> O=C(NC1CCCCC1)Oc1ccccc1
  A: -4; B: 1.6; C: 23; D: 102; E: -9; F: -1; G: 6; H: -0.2; I: -1; J: -1

> Cc1ccc(S(=O)(=O)Nn2cnnc2)cc1
  A: 3; B: -1.3; C: 7; D: 99; E: 17; F: 1; G: -4; H: -0.1; I: 1; J: -1

> CCOC(=O)N1CCN(C(=O)CSc2ccc3nnc(-c4ccccn4)n3n2)CC1
  A: -6; B: 1.9; C: 11; D: 98; E: 4; F: 2; G: 2; H: 0.0; I: -4; J: -3

> CCC(C)(C)NC(=O)C(OC(=O)c1ccco1)c1ccc(OC)cc1 (configuration not stated)
  A: -7; B: -2.4; C: -6; D: 104; E: 15; F: 1; G: -1; H: -0.1; I: -1; J: 4

> O=C(NCN1C(=O)C2C3C=CC(C3)C2C1=O)Nc1cccnc1 (configuration not stated)
  A: -3; B: -0.2; C: 13; D: 96; E: 27; F: 2; G: -6; H: 0.0; I: -10; J: -1

An excerpt (hit frequency here may not be typical).
